Screening results from PubChem.
Mtb BioA inh: BioA (M. tuberculosis) enzyme inhibition. purified M. tuberculosis BioA enzyme, plate reader. 360,000 compounds, 0.096% hits. inhibition, % at 9.99 µM; in the data active means inhibition above about 40%
* = called active by the depositor.

A first look (5 entries):
SMILES	Mtb BioA inh
C[C@@H]1CN([C@H](C)CO)C(=O)c2cc(Br)cnc2O[C@@H]1CN(C)C(=O)Nc1ccc(F)cc1	1.6
COC(=O)C[C@H]1CC[C@H]2[C@@H](COc3ccc(NC(=O)Nc4cccc(C)c4)cc3C(=O)N2C)O1	2.8
C[C@@H]1CN([C@H](C)CO)C(=O)c2cc(C3=CCCC3)cnc2O[C@H]1CN(C)S(C)(=O)=O	6.1
C[C@@H]1CN([C@@H](C)CO)C(=O)Cc2cc(NC(=O)Nc3ccc(C(F)(F)F)cc3)ccc2O[C@@H]1CN(C)C(=O)Nc1ccccc1	1.1
CC(C)NC(=O)Nc1ccc2c(c1)C(=O)N([C@@H](C)CO)C[C@@H](C)[C@H](CN(C)Cc1ccc3c(c1)OCO3)O2	3.0

All compounds of this part, repeating the preview:
SMILES	Mtb BioA inh
C[C@@H]1CN([C@H](C)CO)C(=O)c2cc(Br)cnc2O[C@@H]1CN(C)C(=O)Nc1ccc(F)cc1	1.6
COC(=O)C[C@H]1CC[C@H]2[C@@H](COc3ccc(NC(=O)Nc4cccc(C)c4)cc3C(=O)N2C)O1	2.8
C[C@@H]1CN([C@H](C)CO)C(=O)c2cc(C3=CCCC3)cnc2O[C@H]1CN(C)S(C)(=O)=O	6.1
C[C@@H]1CN([C@@H](C)CO)C(=O)Cc2cc(NC(=O)Nc3ccc(C(F)(F)F)cc3)ccc2O[C@@H]1CN(C)C(=O)Nc1ccccc1	1.1
CC(C)NC(=O)Nc1ccc2c(c1)C(=O)N([C@@H](C)CO)C[C@@H](C)[C@H](CN(C)Cc1ccc3c(c1)OCO3)O2	3.0
C[C@H]1CN([C@@H](C)CO)C(=O)CCCn2nncc2CO[C@@H]1CN(C)C(=O)C1CC1	0.3
C[C@H]1CN([C@@H](C)CO)C(=O)Cc2cc(NS(=O)(=O)c3ccc(Cl)cc3)ccc2O[C@H]1CN(C)C(=O)Nc1cccc2ccccc12	3.1
CN(C)CC(=O)Nc1ccc2c(c1)[C@@H]1C[C@H](CC(=O)NCc3ccc(-c4ccccc4)cc3)O[C@@H](CO)[C@@H]1O2	-1.9
C[C@H](CO)N1C[C@H](C)[C@H](CN(C)CC2CC2)OCCCC[C@H](C)Oc2ccc(NC(=O)c3ccccc3)cc2C1=O	1.2
C[C@@H]1CN([C@H](C)CO)C(=O)c2cccc(NC(=O)Nc3ccccc3)c2O[C@@H]1CN(C)Cc1ccccc1	4.2
CN1C(=O)c2cc(NC(=O)Nc3ccccc3F)ccc2OC[C@H]2O[C@@H](CC(=O)NCCc3ccncc3)CC[C@@H]21	-0.2
C[C@H](CO)N1C[C@H](C)[C@H](CN(C)C(=O)NC2CCCCC2)Oc2c(NC(=O)Nc3ccccc3)cccc2C1=O	-3.5
COc1ccccc1NC(=O)N1CCCCN2[C@@H](CO)[C@@H](c3ccc(-c4cccc(C)c4)cc3)[C@@H]2C1	0.9
C[C@@H]1CCCCO[C@@H](CN(C)C(=O)c2ccccc2)[C@@H](C)CN([C@H](C)CO)C(=O)c2cc(NC(=O)Nc3ccc4c(c3)OCO4)ccc2O1	0.4
COc1ccccc1C(=O)N1C[C@H]2[C@@H](c3ccccc31)[C@H](CO)N2C(=O)Cc1cccnc1	5.3
CCCNC(=O)N(C)C[C@H]1Oc2ncc(-c3cccc(C#N)c3)cc2C(=O)N([C@@H](C)CO)C[C@@H]1C	-2.8
COc1ccc(S(=O)(=O)Nc2ccc3c(c2)CC(=O)N([C@H](C)CO)C[C@H](C)[C@@H](CN(C)Cc2ccc(Oc4ccccc4)cc2)O3)cc1	-4.3
COC(=O)C[C@H]1CC[C@H]2[C@H](COc3ccc(NC(=O)Nc4cccc(C)c4)cc3C(=O)N2C)O1	-0.6
COC(=O)C[C@@H]1CC[C@H]2[C@H](COc3ccc(NC(=O)Nc4cccc(Cl)c4)cc3C(=O)N2C)O1	-2.5
COc1ccc(S(=O)(=O)N(C)C[C@@H]2Oc3ccc(NC(=O)Cc4cn(C)c5ccccc45)cc3CC(=O)N([C@H](C)CO)C[C@H]2C)cc1	-3.0
COc1ccc(-c2ccc([C@@H]3[C@H](C#N)N(C(=O)C4CCCC4)[C@H]3CO)cc2)cc1	0.5
C[C@@H]1CN([C@@H](C)CO)C(=O)Cc2cc(NS(C)(=O)=O)ccc2O[C@@H]1CN(C)Cc1ccc(C(F)(F)F)cc1	2.3
C[C@H]1CN([C@@H](C)CO)C(=O)Cc2cc(NC(=O)CCCCCC(=O)Nc3ccccc3N)ccc2O[C@@H]1CN(C)Cc1ccncc1	-1.7
C[C@@H]1CCCCO[C@@H](CN(C)C(=O)Nc2ccc3c(c2)OCO3)[C@H](C)CN([C@H](C)CO)C(=O)c2cc(NS(C)(=O)=O)ccc2O1	-2.1
CN1[C@H](CO)[C@H]2c3ccccc3NC[C@H]21	0.0
The listing continues:
SMILES	Mtb BioA inh
O=C(C[C@@H]1CC[C@H](NC(=O)Nc2ccc3c(c2)OCO3)[C@H](CO)O1)NCc1ccc(F)cc1	-3.3
COc1ccc(S(=O)(=O)N(C)C[C@H]2OCCCC[C@@H](C)Oc3ccc(NC(=O)NC4CCCCC4)cc3C(=O)N([C@H](C)CO)C[C@@H]2C)cc1	-0.6
CC(C)(C)[S@@](=O)N1Cc2cc(C(=O)N3CCCCC3)nc(-c3cccc(-c4ccccc4F)c3)c2[C@H]1CCO	0.7
COCC(=O)Nc1ccc2c(c1)C(=O)N(C)[C@H]1CC[C@H](CC(=O)NC3CCCC3)O[C@@H]1CO2	3.7
C[C@H](CO)N1C[C@H](C)[C@@H](CN(C)C(=O)Nc2ccc3c(c2)OCO3)Oc2ccc(NS(=O)(=O)c3ccc(Cl)cc3)cc2C1=O	0.5
C[C@H]1CN([C@@H](C)CO)C(=O)c2cc(NC(=O)CCCN(C)C)ccc2O[C@@H]1CN(C)Cc1ccc(Oc2ccccc2)cc1	3.5
CCS(=O)(=O)NCC[C@H]1CC[C@@H](NC(=O)Nc2cc(Cl)cc(Cl)c2)[C@@H](CO)O1	3.1
CC(=O)N(C)C[C@@H]1Oc2cc(-c3cncnc3)ccc2S(=O)(=O)N([C@@H](C)CO)C[C@@H]1C	1.4
CO[C@H]1CN(C)C(=O)c2ccc(NC(=O)Nc3ccccc3F)cc2OC[C@H](C)N(C)C[C@H]1C	1.3
C[C@@H]1CN([C@@H](C)CO)S(=O)(=O)c2ccc(C#CC(C)(C)O)cc2O[C@@H]1CN(C)Cc1ccc(-c2ccccc2)cc1	-2.5
COc1ccc(NC(=O)N(C)C[C@@H]2OCCCC[C@@H](C)Oc3ccc(NC(=O)Nc4ccc(C(F)(F)F)cc4)cc3C(=O)N([C@@H](C)CO)C[C@H]2C)cc1	-1.3
C[C@@H]1CN([C@H](C)CO)C(=O)c2cccc(NC(=O)C3CC3)c2O[C@H]1CN(C)C(=O)Nc1ccccc1	-1.2
Cc1noc(C)c1NC(=O)N(C)C[C@@H]1Oc2ccc(NC(=O)Nc3ccccc3)cc2C(=O)N([C@@H](C)CO)C[C@@H]1C	1.6
CC(C)CC#Cc1cnc2c(c1)C(=O)N([C@H](C)CO)C[C@@H](C)[C@H](CN(C)C(=O)CCN1CCCCC1)O2	-0.4
Cc1noc(C)c1NC(=O)Nc1ccc2c(c1)CC(=O)N([C@H](C)CO)C[C@@H](C)[C@@H](CN(C)Cc1ccc(C(F)(F)F)cc1)O2	1.6
COCC#Cc1ccc([C@H]2[C@H](CO)N3CCCCN(Cc4ccncc4)C[C@@H]23)cc1	-4.2
COCC(=O)Nc1ccc2c(c1)OC[C@@H](C)N(C(=O)c1cnccn1)C[C@@H](C)[C@@H](OC)CN(C)C2=O	1.7
O=C(C[C@@H]1C[C@@H]2c3cc(NC(=O)CC4CC4)ccc3O[C@@H]2[C@H](CO)O1)NCc1ccc(Cl)cc1	-0.6
O=C(C[C@@H]1C=C[C@H](NC(=O)C2CCC2)[C@H](CO)O1)NCC1CC1	2.6
COCC#Cc1ccc([C@H]2[C@@H](CO)N3CCCCN(S(=O)(=O)c4ccc(OC)cc4)C[C@@H]23)cc1	-1.0
CCCC#Cc1ccc2c(c1)O[C@@H](CN(C)C(=O)c1ccncc1)[C@H](C)CN([C@@H](C)CO)S2(=O)=O	-0.4
O=C(C[C@@H]1C=C[C@@H](NS(=O)(=O)c2ccc(F)cc2)[C@H](CO)O1)NCc1ccc(Cl)c(Cl)c1	-3.8
C[C@@H]1CCCCO[C@@H](CN(C)C(=O)c2ccccc2)[C@H](C)CN([C@H](C)CO)C(=O)c2cc(NC(=O)NC3CCCCC3)ccc2O1	-1.3
CCC(=O)N(C)C[C@@H]1Oc2ncc(-c3ccc(C)cc3)cc2C(=O)N([C@H](C)CO)C[C@@H]1C	-2.4
CNC(=O)C[C@@H]1CC[C@H]2[C@@H](COc3ccc(NC(=O)Nc4cccc(Cl)c4)cc3C(=O)N2C)O1	-0.8
Other compounds:
SMILES	Mtb BioA inh
C[C@@H]1CCCCO[C@H](CN(C)S(=O)(=O)c2cn(C)cn2)[C@H](C)CN([C@@H](C)CO)C(=O)c2cc(NC(=O)Nc3ccccc3)ccc2O1	-0.3
C[C@@H]1CN([C@H](C)CO)C(=O)c2cccc(NS(=O)(=O)c3ccc(Cl)cc3)c2O[C@H]1CN(C)Cc1ccccc1	-0.5
C[C@@H]1CCCCO[C@@H](CN(C)S(C)(=O)=O)[C@@H](C)CN([C@H](C)CO)C(=O)c2cc(NC(=O)C3CCCCC3)ccc2O1	-1.1
Cc1ccc(S(=O)(=O)N[C@@H]2CC[C@H](CCn3cc(C4CCCC4)nn3)O[C@H]2CO)cc1	-1.7
C[C@H]1CN([C@@H](C)CO)C(=O)Cc2cc(NC(=O)NC3CCCCC3)ccc2O[C@H]1CN(C)S(=O)(=O)c1cccs1	1.5
CN(C)C(=O)C[C@H]1CC[C@H]2[C@@H](COC[C@H](O)CN2CC2CCCC2)O1	-2.8
COc1ccc(NC(=O)N(C)C[C@H]2Oc3ncc(C#CCC(C)C)cc3C(=O)N([C@H](C)CO)C[C@H]2C)cc1	-3.7
CCCN1C[C@H](C)[C@@H](OC)CN(C)C(=O)c2cc(NC(=O)c3cnccn3)ccc2OC[C@H]1C	1.2
C[C@@H]1CN([C@@H](C)CO)S(=O)(=O)c2ccc(-c3cccnc3)cc2O[C@H]1CN(C)C(=O)c1cccc(F)c1	38
C[C@@H]1CN([C@H](C)CO)C(=O)Cc2cc(NC(=O)Nc3ccc(F)cc3)ccc2O[C@H]1CN(C)S(=O)(=O)c1ccc(Cl)cc1	-2.0
Cc1noc(C)c1NC(=O)Nc1ccc2c(c1)C(=O)N([C@H](C)CO)C[C@@H](C)[C@H](CN(C)S(=O)(=O)c1cccs1)OCCCC[C@H](C)O2	-0.6
N#C[C@H]1[C@H](c2ccccc2)[C@H](CO)N1C(=O)Cc1ccccc1	0.8
C[C@H]1CN([C@@H](C)CO)C(=O)c2cc(C#CCN(C)C)cnc2O[C@H]1CN(C)Cc1ccncc1	-0.8
CNC[C@H]1Oc2ncc(C#CC3(O)CCCC3)cc2C(=O)N([C@@H](C)CO)C[C@H]1C	0.3
COc1cccc(C#Cc2ccc3c(c2)O[C@@H](CN(C)C(C)=O)[C@@H](C)CN([C@H](C)CO)S3(=O)=O)c1	3.6
C[C@@H]1CN([C@H](C)CO)C(=O)c2cc(NC(=O)c3ccccc3)ccc2O[C@@H](C)CCCCO[C@H]1CN(C)Cc1ccc2c(c1)OCO2	-0.1
C[C@@H]1CN([C@@H](C)CO)C(=O)c2cc(NS(=O)(=O)c3ccc(F)cc3)ccc2O[C@@H]1CN(C)C(=O)Nc1ccc(C(F)(F)F)cc1	0.1
C[C@@H]1CCCCO[C@H](CN(C)C(=O)CCC(F)(F)F)[C@@H](C)CN([C@@H](C)CO)C(=O)c2cc(NC(=O)c3ccncc3)ccc2O1	1.9
CN1[C@H](C(=O)NC2CCC2)[C@@H](CO)[C@@H]2Cn3c(ccc(-c4cccc(F)c4)c3=O)[C@@H]21	3.3
CC(C)c1cn(CC[C@@H]2CC[C@@H](NC(=O)C3CCCC3)[C@@H](CO)O2)nn1	-0.2
COc1ccc(S(=O)(=O)Nc2cccc3c2O[C@H](CN(C)C(=O)Nc2ccc(F)cc2)[C@H](C)CN([C@H](C)CO)C3=O)cc1	0.2
C[C@H]1CN([C@@H](C)CO)C(=O)c2cccc(NC(=O)NC3CCCCC3)c2O[C@@H]1CN(C)Cc1ccc(Cl)c(Cl)c1	0.9
CN(C)CCCNC(=O)C[C@@H]1C=C[C@@H](NC(=O)c2ccccc2F)[C@H](CO)O1	2.0
COc1ccc(NC(=O)Nc2cccc3c2O[C@H](CN(C)C(=O)Nc2ccc4c(c2)OCO4)[C@@H](C)CN([C@@H](C)CO)C3=O)cc1	-3.3
COc1ccc(NC(=O)Nc2ccc3c(c2)[C@@H]2C[C@@H](CC(=O)NCCc4ccccc4)O[C@H](CO)[C@@H]2O3)cc1	-3.6
O=C(NCCc1ccncc1)[C@@H]1[C@@H](CO)[C@@H]2Cn3c(ccc(-c4ccccc4)c3=O)[C@H]1N2	1.2
C[C@H]1CCCCO[C@H](CN(C)C(=O)Cc2ccccc2)[C@@H](C)CN([C@@H](C)CO)C(=O)c2cc(NC(=O)CCC(F)(F)F)ccc2O1	2.8
C[C@H](CO)N1C[C@H](C)[C@H](CN(C)Cc2ccccc2)Oc2c(NS(=O)(=O)c3ccc(F)cc3)cccc2C1=O	1.7
COc1ccc(CN2C[C@@H](O)COC[C@@H]3O[C@@H](CC(=O)N(C)C)CC[C@H]32)cc1	1.2
CN1CCN(C(=O)C[C@@H]2CC[C@@H]3[C@H](COC[C@H](O)CN3CC3CCOCC3)O2)CC1	-1.4

Part of the list above in order of number of heavy atoms, highest first:
SMILES	Mtb BioA inh
C[C@@H]1CCCCO[C@H](CN(C)C(=O)CCC(F)(F)F)[C@@H](C)CN([C@@H](C)CO)C(=O)c2cc(NC(=O)c3ccncc3)ccc2O1	1.9
COc1ccc(S(=O)(=O)Nc2cccc3c2O[C@H](CN(C)C(=O)Nc2ccc(F)cc2)[C@H](C)CN([C@H](C)CO)C3=O)cc1	0.2
COc1ccc(NC(=O)N(C)C[C@H]2Oc3ncc(C#CCC(C)C)cc3C(=O)N([C@H](C)CO)C[C@H]2C)cc1	-3.7
CN1CCN(C(=O)C[C@@H]2CC[C@@H]3[C@H](COC[C@H](O)CN3CC3CCOCC3)O2)CC1	-1.4

This is a subset; the hit share may differ from the screen's.
